RGS4 inhibitor: blocks human RGS4-accelerated GTP hydrolysis; Transcreener GDP fluorescence polarization, RGS4-accelerated GTP hydrolysis; Potency, µM (doses to about 114 µM), for the others: at the top dose activity change, negative = inhibition, actives largely listed as inhibitors; 0.039% of 390,000 active; AID 504845; further: potency means the concentration at half of the fitted maximal effect; on the % scale 0 is the no-effect control and ±100 the full control effect; nearly all actives have a fitted effect of over 75% in size; some results filed as inactive show a strong effect at the top dose
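MLSMR compounds (23 nl, pin-transferred) preincubated 10 min at room temperature with a 500nM (2x) first reagent, then RGS4 at 900nM (2x) plus Transcreener GDP mix added; fluorescence polarization (620/688 nm) read before and after 90 min at 30 °C.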
POLK inh: DNA polymerase kappa (human) inhibition | purified Pol kappa, fluorescent DNA synthesis assay, 10 min | Potency, µM (series often up to 107 µM), without a hit: at the top dose activity, negative = inhibition, most hits filed as inhibitors | 0.53% of 400,000 active; further: potency means the concentration at half of the fitted maximal effect; on the % scale 0 is the no-effect control and ±100 the full control effect
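Kinetic fluorescence screen: compound preincubated 15 min RT with 10 nM enzyme; 50 nM substrate (final) initiates; reads at 0/10 min.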
POLH inh: inhibitors of human DNA polymerase eta | 1.2% of 390,000 active | recombinant Pol eta, fluorescent DNA replication assay | AID 588591 | Q9Y253 | Potency, µM (series often up to 114 µM), inactives show top-dose activity change, negative = inhibition, usual class: inhibitors; further: potency means the concentration at half of the fitted maximal effect; on the % scale 0 is the no-effect control and ±100 the full control effect
Target sequence (Q9Y253 whole entry, looked up): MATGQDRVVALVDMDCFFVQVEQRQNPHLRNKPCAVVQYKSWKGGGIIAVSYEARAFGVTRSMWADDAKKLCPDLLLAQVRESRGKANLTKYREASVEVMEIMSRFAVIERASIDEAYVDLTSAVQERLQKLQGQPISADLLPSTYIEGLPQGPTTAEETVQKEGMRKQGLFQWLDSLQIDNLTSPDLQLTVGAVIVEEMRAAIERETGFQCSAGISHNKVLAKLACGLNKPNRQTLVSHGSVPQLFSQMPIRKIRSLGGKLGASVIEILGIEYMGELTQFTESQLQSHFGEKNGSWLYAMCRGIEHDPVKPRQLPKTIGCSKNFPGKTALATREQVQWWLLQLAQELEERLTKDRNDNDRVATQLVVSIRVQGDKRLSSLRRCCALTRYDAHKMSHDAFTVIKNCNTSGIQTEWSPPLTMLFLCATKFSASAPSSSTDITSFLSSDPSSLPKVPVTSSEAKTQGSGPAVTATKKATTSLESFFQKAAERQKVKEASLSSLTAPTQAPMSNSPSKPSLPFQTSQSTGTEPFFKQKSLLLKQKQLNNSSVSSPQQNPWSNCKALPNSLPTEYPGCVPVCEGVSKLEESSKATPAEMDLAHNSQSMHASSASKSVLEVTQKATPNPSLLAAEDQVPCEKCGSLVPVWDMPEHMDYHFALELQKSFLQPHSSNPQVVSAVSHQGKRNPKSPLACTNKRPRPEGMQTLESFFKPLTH
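Pol eta (10 nM) was preincubated with compounds for 15 min at room temperature, after which fluorescent replication substrate (50 nM final) was added to start the reaction. Fluorescence was read kinetically at 0 and 10 min.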
Pol beta inh: inhibitors of human DNA polymerase beta. P06746. Pol beta primer extension/strand displacement, fluorescence kinetic. Potency, µM (highest dose often 114 µM), for the others: top-dose activity change, negative = inhibition, most hits filed as inhibitors. 1.3% of 340,000 active. AID 485314; further: potency means the concentration at half of the fitted maximal effect; on the % scale 0 is the no-effect control and ±100 the full control effect
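Reaction started by 50 nM substrate onto compound-treated Pol beta (10 nM, 15 min preincubation, room temperature); plates read at 0 min and 10 min. Normalized concentration-effect data fitted by four-parameter Hill equation.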
APEX1 inh: blocks human APE1 abasic DNA cleavage. P27695. recombinant APE1, TAMRA/BHQ-2 abasic DNA cleavage fluorescence. Potency, µM (titrated, usually from 65.8 µM), for the others: at the top dose activity change, negative = inhibition, actives largely listed as inhibitors. 0.35% of 350,000 active. AID 2517;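 further: potency means the concentration at half of the fitted maximal effect; plate controls were vehicle for no effect and reference inhibitor for full effect; nearly all actives have a fitted effect of over 55% in size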
Target sequence (P27695 whole entry, looked up): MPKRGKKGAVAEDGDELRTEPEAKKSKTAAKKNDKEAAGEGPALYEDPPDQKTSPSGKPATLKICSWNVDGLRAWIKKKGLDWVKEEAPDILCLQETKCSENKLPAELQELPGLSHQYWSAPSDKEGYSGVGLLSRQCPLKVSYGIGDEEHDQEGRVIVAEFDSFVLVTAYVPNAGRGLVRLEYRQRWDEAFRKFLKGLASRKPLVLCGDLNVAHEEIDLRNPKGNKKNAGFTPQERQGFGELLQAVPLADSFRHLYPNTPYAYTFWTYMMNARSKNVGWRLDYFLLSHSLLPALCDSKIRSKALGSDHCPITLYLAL
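Readout is kinetic fluorescence (ex 525, em 598 nm) from cleavage of 50 nM TAMRA/BHQ-2 THF abasic duplex by 0.75 nM APE1, compound added 15 min beforehand at RT.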
ALOX12 inh: blocks human arachidonate 12S-lipoxygenase; P18054; purified 12hLO, xylenol orange hydroperoxide absorbance; Potency, µM (series often up to 108 µM), for inactives: at the highest dose activity change, negative = inhibition, hits mostly inhibitors; 1.1% of 580,000 active; further: potency means the concentration at half of the fitted maximal effect; on the % scale 0 is the no-effect control and ±100 the full control effect
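Hydroperoxide product was detected by ferrous iron/xylenol orange as the 573 to 405 nm absorbance ratio. Arachidonic acid at 40 uM (final) was turned over for 30 min at room temperature by 150 nM human 12hLO, pH 7.0 Hepes buffer, after 15 min compound preincubation.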
LDHA inh: LDHA (human) enzyme inhibition; activity change, % (values are at about 110 or 230 µM); AID 1347041; 0.15% of 480,000 active; purified LDHA, NADH/diaphorase-resazurin fluorescence; stronger effect = lower value; in the data active means activity change below about -30%; inconclusive means mostly about -25% to -30%;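 further: plate controls were DMSO wells for no effect and wells without enzyme for full effect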
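LDH5 2 nM; NADH 0.06 mM, pyruvate 0.2 mM; 200 mM Tris pH 7.4, EDTA, Tween-20; 5 min RT. Detection: diaphorase 0.133 mg/mL + resazurin 37 µM, fluorescence ex540/em590 at 0 and 20 min; normalized to enzyme-free and DMSO wells.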
Apoferritin bind: binds horse apoferritin like a general anesthetic. apoferritin/1-aminoanthracene competitive binding, fluorescence. AID 485281. Potency, µM (doses to about 77.5 µM), inactives show at the highest dose activity change, negative = displacement, actives largely listed as inhibitors. 0.074% of 350,000 active. P02791; further: potency means the concentration at half of the fitted maximal effect; on the % scale 0 is the no-effect control and ±100 the full control effect; nearly all actives have a fitted effect of over 20% in size
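Steps: apoferritin (10 uM) was premixed with half-saturated 1-AMA in PBS, compounds were pin-transferred, plates stood 10 min at room temperature, fluorescence was read at 380/535 nm, and curves were fitted with a Hill equation.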
ERG-DNA inh: inhibitors of human ERG Ets domain-DNA interaction | Potency, µM (doses to about 76.9 µM), without a hit: at the highest dose FP activity, negative = inhibition, actives largely listed as inhibitors | fluorescence polarization, His-ERG Ets domain / labelled DNA | P11308 | 0.028% of 370,000 active | AID 624246; active means well fitted inhibition curve with a large enough effect in the polarisation, with a control signal flat; inconclusive means small, poorly fitted or top-dose-only effect, or effect the other way, or a change in a side signal; inactive means no such curve, though single readings can be large or run the other way; the % refers to the polarisation;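 further: polarization taken with two DNA probes labelled with fluorescein and Texas red; potency means the concentration at half of the fitted maximal effect; % of control where 0% means no effect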
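His-tagged ERG Ets domain (1 uM in the protein solution; 300mM KCl, 50mM Tris-HCl, 1mM EDTA, 1mM DTT, pH 7.5) received compound, then a probe mix of 5 nM fluorescein-DNA and 100nM Texas-615-DNA. Fluorescence polarization was read for both dyes.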
The depositor's hits bear a star; i = inactive; ? = inconclusive; . = not tested or not shown; & = joins results of further samples; [ ] = dose if it differs, or a comment. Unless noted, the call rests on the fitted dose curve; in most records, active means well fitted curve in the direction sought with a large enough effect; inconclusive means small, poorly fitted or top-dose-only effect, or another doubt; inactive means no such curve, though single readings can be large; an effect the other way counts as inactive or inconclusive. Not all compounds are listed; the hit share may differ from the screen's.

Molecule,RGS4 inhibitor,POLK inh,POLH inh,Pol beta inh,APEX1 inh,ALOX12 inh,LDHA inh,Apoferritin bind,ERG-DNA inh
COc1ccc(-c2noc(N3CCC(C(=O)NC(C)c4ccccc4)CC3)n2)cc1 (centres undefined),22%,-12%,-30%,5%,7%,2%,-6,-11%,10%
O=C(COC(=O)CNC(=O)C1CCCCC1)NCc1ccccc1,-2%,0%,-3%,.,35%,0%,-1,.,-9%
COc1cccc(CNC(=O)COC(=O)C2CC3CCCC(C2)C3=O)c1 (centres undefined),12%,3%,-18%,.,-11%,-19%,-5,.,13%
O=C(c1csc2c1CCCC2)N1CCN(c2ccccc2)CC1,2%,-10%,-19%,5%,-1%,-10%,7,-21%,-4%
Cc1ccc(S(=O)(=O)NCCC(=O)Nc2cccc(S(=O)(=O)N3CCCC3)c2)cc1C,-32%,-20%,-11%,.,39%,-4%,-5,.,5%
CCCCc1nn2c(C)c(-c3ccc(OCC)cc3)nc2s1,9%,5%,-10%,28%,.,-26%,0,55%[activator],-3%
CC(NC(=O)C1CCCN(S(=O)(=O)c2cnc[nH]2)C1)c1ccccc1 (centres undefined),14%,-17%,-2%,39%,19%,5%,-13,0%,10%
C#CCn1c(=NC(=O)c2ccc(Cl)s2)sc2cccc(OC)c21,-25%,-2%,-11%,-14%,-1%,-17%,-3,3%,2%
NC(=O)c1ccsc1NC(=O)CCc1ccccc1,-2%,-3%,4%,4%,-9%,43%[activator],-6,?,2%
O=C(CN1C(=O)NC2(CCOc3ccccc32)C1=O)Nc1cccc([N+](=O)[O-])c1 (centres undefined),-15%,2%,-20%,.,25%,-19%,-1,.,10%
O=C(NNC(=O)c1cnccn1)c1ccc(Cl)c(Cl)c1,20%,5%,5%,7%,-9%,i,0,-18%,-4%
O=C(Nc1ccc(NC(=O)C2CC2)cc1)c1cccs1,2%,-9%,-11%,52%,5%,-1%,-3,-4%,-1%
CCN(CC)c1ccc(NC(=O)CSc2nc(C)cc(=O)[nH]2)cc1,1%,-17%,-5%,4%,-2%,8%[57.4 µM],14,-5%,1%
Cc1cccc(-c2noc(Cc3ccc(Cl)cc3)n2)c1,?,-1%,-20%,16%,1%,?,5,-1%,6%
c1cc(CNC23CC4CC(CC(C4)C2)C3)ccn1,5%,-20%,-20%,25%,-2%,?,4&-12,-5%,-5%
CSc1nc(NCc2ccco2)c2sc3nc(C(C)C)c4c(c3c2n1)CC(C)(C)OC4,-25%,-16%,-14%,15%,11%,-64%,3,?,5%
Cc1ccnc(NC(=O)C2CCCN(c3ncnc4c3nc3n4CCCCC3)C2)c1 (centres undefined),45%,-4%,-4%,13%,4%,-1%,-6,-3%,-15%
CCOC(=O)c1c(NC(=O)CSc2nnc(CN3CCOCC3)n2C)sc2c1CCCC2,-16%,4%,-22%,1%,5%,0%,1,-21%,-1%
COc1ccccc1CNC(=O)c1ccc(CS(=O)(=O)c2ccccc2C)o1,8%&-2%,-3%&2%,-10%&-4%,19%&-4%,-8%,0%&-2%,-4&-1,-15%&-15%,8%&-2%
CN(C)S(=O)(=O)c1ccc(C(=O)OCC(=O)Nc2ccc3c(c2)OCO3)cc1,-19%,0%,-3%,.,17%,198%[activator],0,.,12%

By substructure, the compounds so far with an aryl thioether with sulfur outside any ring.
Molecule,RGS4 inhibitor,POLK inh,POLH inh,Pol beta inh,APEX1 inh,ALOX12 inh,LDHA inh,Apoferritin bind,ERG-DNA inh
CCN(CC)c1ccc(NC(=O)CSc2nc(C)cc(=O)[nH]2)cc1,1%,-17%,-5%,4%,-2%,8%[57.4 µM],14,-5%,1%
CSc1nc(NCc2ccco2)c2sc3nc(C(C)C)c4c(c3c2n1)CC(C)(C)OC4,-25%,-16%,-14%,15%,11%,-64%,3,?,5%
CCOC(=O)c1c(NC(=O)CSc2nnc(CN3CCOCC3)n2C)sc2c1CCCC2,-16%,4%,-22%,1%,5%,0%,1,-21%,-1%

Whole records from above:
CC(NC(=O)C1CCCN(S(=O)(=O)c2cnc[nH]2)C1)c1ccccc1 (centres undefined) is entered as RGS4 inhibitor: 14%; POLK inh: -17%; POLH inh: -2%; Pol beta inh: 39%; APEX1 inh: 19%; ALOX12 inh: 5%; LDHA inh: -13; Apoferritin bind: 0%; ERG-DNA inh: 10%
Cc1ccc(S(=O)(=O)NCCC(=O)Nc2cccc(S(=O)(=O)N3CCCC3)c2)cc1C is entered as RGS4 inhibitor: -32%; POLK inh: -20%; POLH inh: -11%; Pol beta inh: .; APEX1 inh: 39%; ALOX12 inh: -4%; LDHA inh: -5; Apoferritin bind: .; ERG-DNA inh: 5%

Following part
Molecule,RGS4 inhibitor,POLK inh,POLH inh,Pol beta inh,APEX1 inh,ALOX12 inh,LDHA inh,Apoferritin bind,ERG-DNA inh
CCOC(=O)CSc1nc2ccccc2c(=O)n1CCN1CCOCC1,-22%,-9%,-5%,1%,13%,-1%,2,5%,-1%
O=C(O)CONC(=O)c1cc(OCC(F)(F)F)ccc1OCC(F)(F)F,18%,-3%,6%,18%,-2%,?,-5,-7%,-9%
Cc1cccc(C)c1Nc1nnc(SCC(=O)NC(=O)c2cccn2C)s1,?,-21%,-11%,21%,-1%,-17%,15,-13%,3%
CC(C)N(CCn1cnc2c([nH]c3ccccc32)c1=O)C(C)C,2%[11.4 µM],-5%,-6%,44%,12%,11%,-2,-6%,8%
CN(Cc1ccc(Br)cc1)C(=O)CCN1C(=O)c2cccc([N+](=O)[O-])c2C1=O,-9%,0%,-20%,-28%,38%[12.4 µM],-5%,-5,11%,-1%
Cc1ccc(Cc2nc3ccccc3nc2SCC(=O)Nc2cccc(C(F)(F)F)c2)cc1,16%,-12%[60.1 µM],?,-1%,.,0%,1,1%,-1%
N#Cc1ccc(Oc2ccc(-c3cnc4ccccc4n3)cc2)cc1C#N,6%,-4%,-15%,5%,11%,-2%,-4,-3%,8%
CCSc1nc(C)c(CCOc2cccc(C)c2)c(=O)[nH]1,-11%,0%,-3%,-1%,5%,-1%,-7,-3%,2%
Clc1ccc(CNCC2CCCO2)cc1 (centres undefined),-32%,-8%,-18%,-7%,32%[activator],-8%,-5,-3%,-5%
COC(=O)C1=C(C)N(Cc2ccccc2)C(=NCc2cc(OC)c(OC)c(OC)c2)N[C@H]1c1ccccc1,-8%,4%,-20%,0%&-3%,-12%&35%,.,0,-1%&-13%,-2%
CCOC(=O)C1CCCN(c2c(NCCc3ccc(S(N)(=O)=O)cc3)c(=O)c2=O)C1 (centres undefined),7%,-2%,-13%,29%,-4%,-8%,0,1%,15%
O=C(Nc1c2c(nn1-c1ccc(F)cc1)CS(=O)C2)c1ccc(Br)o1 (centres undefined),-2%,0%,-19%,0%,5%,-13%,-2,-2%,-10%
CC(C)CN1CCN(Cc2cccn2-c2ccc(Cl)cn2)CC1CCO (centres undefined),-21%,6%,-16%,-17%,1%,-5%,5,-15%,4%
O=C(C1CCCN(S(=O)(=O)c2ccc(Br)s2)C1)N1CCN(c2ccc(F)cc2)CC1 (centres undefined),13%,8%,-16%,3%,.,-27%,-11,-14%,-1%
CN(C)C(=O)c1cc([N+](=O)[O-])ccc1O,2%,9%,-11%,19%,-7%,?,2,-3%,2%
O=C(COc1ccc(Br)cc1CNC1CCCC1)Nc1ccccc1,-9%,-31%,-19%,-14%,2%,3%,-1,-13%,6%
CS(=O)(=O)Nc1ccccc1C(=O)NCCSCc1ccccc1,-19%,-2%,-20%,6%,-1%,-12%,-3,-12%,-26%
CCCCCCOc1ccc(N2C(=O)CC(N3CCN(CCN=CC4=C(O)CC(C)(C)CC4=O)CC3)C2=O)cc1 (centres undefined),20%,-3%,-23%,39%[activator],24%,1%,-1,-19%,1%
C=CCn1c(SCC(=O)Nc2ccc(C(=O)OC(C)C)cc2)nnc1-c1cccs1,2%,-8%,7%,-16%,2%,0%,-8,-7%,6%
COc1cc2c(C)nc3c(cnn3-c3ccccc3)c2cc1OC,2%[11.4 µM],-20%,-4%,6%,-4%,-12%,-4,-7%,5%
Cc1cccc(-n2c(C)c(C)c3c(N)ncnc32)c1,2%,-13%,-16%,29%,54%[activator],-9%,-4,-8%,-6%
COc1ccc(O)c(/C=N/N=C2/C(=O)Nc3ccccc32)c1,-20%,-15%,-12%,0%,-5%,-9%,1,-19%,-1%

Ordered by the number under POLH inh (largest number first): 3 of the compounds above.
| SMILES | POLH inh |
| --- | --- |
| O=C(Nc1ccc(NC(=O)C2CC2)cc1)c1cccs1 | -11% |
| O=C(COc1ccc(Br)cc1CNC1CCCC1)Nc1ccccc1 | -19% |
| CCOC(=O)c1c(NC(=O)CSc2nnc(CN3CCOCC3)n2C)sc2c1CCCC2 | -22% |

High-throughput results from PubChem.
